# From PubChem BioAssay
# RSV antiviral HEp-2 = inhibition of RSV-induced cytopathic effect – HEp-2 cells, primary 10 µM value included (AID 2391); HEp-2 cells, RSV-induced CPE inhibition; higher % means a stronger effect; CPE inhibition, % at 10 µM; hits with a dose series show IC50 in µM; 0.13% of 310,000 active; in the data active means a potency from the dose series; inconclusive means CPE inhibition mostly from about 23% at the one dose, without a potency; inactive means the rest, 99 in 100 with CPE inhibition below about 21%; further: strong numbers were not always called active
# LYP inhibition = PTPN22 lymphoid phosphatase activity blockers – biochemical, fluorescence intensity, uHTS (AID 1779); one-dose inhibition, % at 11.5 µM; IC50 in µM for titrated hits; 0.054% of 290,000 active; recombinant LYP phosphatase, fluorescence intensity; higher % means a stronger effect; in the data active means inhibition above about 50%;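 further: plate controls were vehicle with enzyme for no effect and no enzyme for full effect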
# AID2073 = disruptors of CaV2.2 binding to Mint1 – biochemical, HTRF (AID 2073); HTRF protein-protein interaction, Mint1-CaV2.2; higher % means a stronger effect; inhibition, % at 20 µM, or IC50 in µM where a hit was titrated; 0.19% of 290,000 active; in the data active means inhibition mostly above about 51%, no sharp cut-off; inconclusive means no clear call, values can overlap the other calls; inactive means mostly below about 53%; further: some results filed as inactive read as strong as hits
# HIV fusion peptide = cell-free HIV fusion peptide-binding blockers – biochemical, uHTS, fluorescence dequenching, primary screen (AID 1986); cell-free peptide binding, fluorescence dequenching, 30 min; higher % means a stronger effect; inhibition, % at 20 µM, or IC50 in µM where a hit was titrated; 0.3% of 290,000 active; in the data active means inhibition mostly above about 52%, no sharp cut-off; inactive means mostly below about 76%; further: some results filed as inactive read as strong as hits
# Dengue-2 NS5 capping = Dengue-2 NS5 methyltransferase inhibitors, primary screen, biochemical, confirmation dose response (AID 588689). inhibition, % at 25 µM, or IC50 in µM where a hit was titrated. 0.3% of 340,000 active. Dengue-2 NS5 methyltransferase capping enzyme assay, biochemical; higher % means a stronger effect; in the data active means a potency from the dose series; inconclusive means inhibition above about 29% without an active follow-up result
# XIAP antagonists = XIAP antagonists, biochemical, IAP family, fluorescence polarization (AID 1018); XIAP BIR domain, fluorescence polarization peptide displacement; higher % means a stronger effect; displacement, % at 20 µM, or IC50 in µM where a hit was titrated; 0.007% of 200,000 active; in the data active means displacement above about 50%; further: a part of the inactive calls stands beside numbers as strong as those of hits
# SV40 large T antigen = SV40 large T antigen inhibitors, biochemical (AID 1903) | SV40 large T antigen ATPase/helicase inhibition assay; higher % means a stronger effect | inhibition, % at 20 µM; hits with a dose series show IC50 in µM | 0.39% of 310,000 active; in the data active means a potency from the dose series; inconclusive means inhibition mostly from about 32% at the one dose, without a potency; inactive means the rest, 99 in 100 with inhibition below about 32%; further: strong numbers were not always called active
# MgcRacGAP inhibition = MgcRacGAP GTPase-activating activity inhibitors, confirmation, biochemical, ADP Hunter fluorescence | MgcRacGAP-stimulated Rac1 GTP hydrolysis, ADP Hunter fluorescence; higher % means a stronger effect; GST-tagged Rac1 F28L mutant substrate | inhibition, % at 30 µM; hits with a dose series show IC50 in µM | 0.6% of 340,000 active | AID 624330;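 active means first-screen hits whose inhibition reached a set limit at any dose in the follow-up dose series; inconclusive means inhibition above the set first-screen limit but never retested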;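 further: fluorescence reports GDP produced by GAP-driven GTP hydrolysis; strong numbers were not always called active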
# SIAH1 antagonists = Siah-1 peptide-binding antagonists, primary screen, biochemical, fluorescence polarization, rhodamine-plectin, uHTS (AID 1817); displacement, % at 20 µM; hits with a dose series show IC50 in µM; Siah-1 / rhodamine-plectin peptide fluorescence polarization; higher % means a stronger effect; 0.02% of 290,000 active;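 active means displacement of at least 50% at 20 µM, with a fluorescence ratio check between 0.3 and a set limit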;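 further: plate controls were Siah plus tracer with DMSO for no effect and tracer alone without Siah for full effect; strong numbers were not always called active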
# Dengue-2 NS5 capping pilot replicate = further read-out of Dengue-2 NS5 capping, marked with its call; inhibition, %; measured here: pilot screen replicate inhibition
# * = called active by the depositor; ? = inconclusive; · = not tested or not shown.
SMILES,RSV antiviral HEp-2,LYP inhibition,AID2073,HIV fusion peptide,Dengue-2 NS5 capping,XIAP antagonists,SV40 large T antigen,MgcRacGAP inhibition,SIAH1 antagonists,others
CCOC(=O)C1=NN(C(=O)Nc2cccc(C(F)(F)F)c2)C2C(=O)N(c3cccc(C(F)(F)F)c3)C(=O)C12 (stereo not drawn),2.5%,3%,8%,12%,9%,-2.4%,11%,11%,2%,
O=C(CS(=O)(=O)c1c[nH]c2ccccc12)NC1CCCCC1,1.1%,-10%,-3%,3.4%,-2%,-3.1%,4%,0%,10%,
Cc1ccc(OCCNC(=O)c2cccc(Oc3ccc(C(F)(F)F)cc3[N+](=O)[O-])c2)cc1,2.5%,2%,-4%,-0.9%,1%,1.7%,3%,2%,-7%,
COc1cccc(C(CC(=O)NCCN2CCOCC2)NS(=O)(=O)c2ccc(C)cc2)c1OC (stereo not drawn),0.5%,0%,-4%,1.3%,-15%,-2.2%,0%,3%,-1%,
COC(=O)C1C(O)CCC2CN3CCc4c([nH]c5ccccc45)C3CC21 (stereo not drawn),2.2%,-14%,2%,2.7%,8%,·,0%,1%,-2%,
CCC(=O)Nc1nnc(SCC(=O)NCC2CCCO2)s1 (stereo not drawn),0.4%,-9%,3%,-0.3%,-1%,·,21%,6%,-1%,
C/C=C(\C)CN1CCC(n2nccc2NC(=O)c2ccc(OC)cc2)CC1,-0.3%,-13%,10%,0.5%,-4%,·,-4%,7%,-4%,
CC(C)c1ccc(NC(=O)C(=O)c2cn(CC(=O)N3CCCCC3)c3ccccc23)cc1,5.5%,7%,16%,1.1%,-6%,-7.8%,12%,3%,0%,
COC(=O)c1c(N)n(-c2ccc(N3CCOCC3)cc2)c2nc3ccccc3nc12,·,-4%,4%,-2.5%,·,-5.0%,·,·,-6%,
O=C(CN1CCC(NC(=O)Nc2ccc(F)cc2)CC1)Nc1ccccc1[N+](=O)[O-],13%,-3%,3%,0.1%,-6%,·,9%,2%,2%,
CC(C)(C)NC(=O)NC(=O)COC(=O)c1cc[n+]([O-])cc1,1.2%,-5%,-5%,-1.4%,-8%,-1.4%,-1%,10%,14%,
Cc1cc(C)cc(NC(=O)C2CCN(C(=O)c3cccs3)CC2)c1,2.5%,-6%,-8%,-0.2%,2%,·,-2%,-1%,-1%,
O=C(Nc1ccccc1N1CCCC1)c1ccc([N+](=O)[O-])o1,1.8%,-6%,8%,-1.0%,9%,·,0%,11%,-7%,
COc1cccc(/C(O)=C2/C(=O)C(=O)N(CCN(C)C)C2c2ccccn2)c1 (stereo not drawn),1.4%,-3%,-5%,1.6%,2%,-3.5%,2%,8%,3%,
CCOc1ccc(S(=O)(=O)N(C)CC(=O)N2CCCC2)cc1,0.0%,-8%,-3%,-0.6%,-3%,·,5%,11%,3%,
CCOC(=O)c1c(NC(=O)C2c3ccccc3Oc3ccccc32)sc(C(N)=O)c1C,5.1%,-8%,20%,1.3%,-5%,-3.9%,6%,6%,-4%,
O=[N+]([O-])c1cc(S(=O)(=O)Nc2ccccc2)ccc1NCc1ccccc1,17%,-2%,-2%,0.6%,-5%,-1.4%,22%,3%,4%,
O=C(CSc1nc2[nH]ncc2c(=O)[nH]1)Nc1ccccc1F,3.6%,·,·,·,4%,·,22%,4%,·,
O=C(OCc1ccc([N+](=O)[O-])cc1)c1cnc(Cl)c(Cl)c1,-0.9%,-5%,13%,-0.3%,-4%,·,4%,8%,2%,
CC(OC(=O)c1ccc2ncsc2c1)C(=O)Nc1ncc(Cl)cc1Cl (stereo not drawn),0.8%,2%,-3%,1.4%,-1%,-2.9%,3%,4%,-2%,

# A section from further up, for reference:
SMILES,RSV antiviral HEp-2,LYP inhibition,AID2073,HIV fusion peptide,Dengue-2 NS5 capping,XIAP antagonists,SV40 large T antigen,MgcRacGAP inhibition,SIAH1 antagonists,others
COC(=O)C1C(O)CCC2CN3CCc4c([nH]c5ccccc45)C3CC21 (stereo not drawn),2.2%,-14%,2%,2.7%,8%,·,0%,1%,-2%,
CCC(=O)Nc1nnc(SCC(=O)NCC2CCCO2)s1 (stereo not drawn),0.4%,-9%,3%,-0.3%,-1%,·,21%,6%,-1%,
C/C=C(\C)CN1CCC(n2nccc2NC(=O)c2ccc(OC)cc2)CC1,-0.3%,-13%,10%,0.5%,-4%,·,-4%,7%,-4%,
CC(C)c1ccc(NC(=O)C(=O)c2cn(CC(=O)N3CCCCC3)c3ccccc23)cc1,5.5%,7%,16%,1.1%,-6%,-7.8%,12%,3%,0%,
COC(=O)c1c(N)n(-c2ccc(N3CCOCC3)cc2)c2nc3ccccc3nc12,·,-4%,4%,-2.5%,·,-5.0%,·,·,-6%,
O=C(CN1CCC(NC(=O)Nc2ccc(F)cc2)CC1)Nc1ccccc1[N+](=O)[O-],13%,-3%,3%,0.1%,-6%,·,9%,2%,2%,
CC(C)(C)NC(=O)NC(=O)COC(=O)c1cc[n+]([O-])cc1,1.2%,-5%,-5%,-1.4%,-8%,-1.4%,-1%,10%,14%,

# Continued.
SMILES,RSV antiviral HEp-2,LYP inhibition,AID2073,HIV fusion peptide,Dengue-2 NS5 capping,XIAP antagonists,SV40 large T antigen,MgcRacGAP inhibition,SIAH1 antagonists,others
CS(=O)(=O)N(CCc1ccccc1)CC(=O)Nc1ccc(Br)cc1F,2.1%,-6%,-1%,-0.1%,-2%,·,12%,9%,-5%,
C[C@H](NC(=O)[C@H](Cc1ccccc1)n1c(=O)[nH]c2ccccc2c1=O)C(=O)N1CCC[C@H]1C(=O)O,0.7%,-4%,11%,-0.3%,-7%,·,4%,-4%,2%,
Cc1csc(NC(=O)c2ccc(Cn3nc(C)c(Br)c3C)o2)n1,11%,1%,-6%,1.1%,-3%,·,10%,10%,2%,
CCC1(C)CC(c2csc(N)n2)CCO1 (stereo not drawn),-0.2%,-7%,-3%,0.3%,-10%,-1.1%,2%,9%,4%,Dengue-2 NS5 capping pilot replicate=-5.8
Cc1ccc([N+](=O)[O-])cc1NC1CC(O)C(CO)O1 (stereo not drawn),2.1%,2%,-1%,1.9%,-1%,-2.6%,3%,8%,5%,
O=P(OCC1CC1)(c1ccccc1)c1ccccc1,2.5%,-4%,-9%,2.4%,-4%,-3.9%,12%,4%,3%,
NCC1CCC(C(=O)Oc2ccc(CCC(=O)O)cc2)CC1 (stereo not drawn),0.0%,·,·,·,-6%,·,19%,6%,·,
O=C(COC(=O)c1cccnc1Nc1ccccc1F)NCCN1C(=O)CSC1=O,0.2%,-7%,3%,-0.1%,-2%,-19%,8%,1%,-3%,
COc1ccc2nc(N3CCN(C(=O)c4ccc5ncsc5c4)CC3)sc2c1,5.5%,·,·,·,-4%,·,7%,5%,·,
CSc1ccc(-c2nc(O)c3cnccn23)cc1,2.5%,-1%,2%,-1.3%,-11%,-6.5%,28%,23%,2%,
Cc1ccc(C)c(-n2nnnc2SCC(=O)c2c(N)n(C)c(=O)n(C)c2=O)c1,2.7%,36%,10%,2.1%,·,-9.2%,3%,·,19%,
O=C(NCc1cccc(C(F)(F)F)c1)C1CCCN(c2ncccn2)C1 (stereo not drawn),-0.1%,-6%,-5%,-2.7%,1%,-1.9%,3%,13%,-5%,
CCOc1cc(CNCC2CCCN2CC)cc(Cl)c1OC (stereo not drawn),-0.1%,-5%,-6%,0.6%,-4%,-3.5%,-2%,8%,7%,
CN(C)CCCNc1ncnc2c1cnn2Cc1ccccc1Cl,·,-4%,7%,0.5%,-3%,·,·,8%,5%,
CCC1CCCCN1CCCNC(=O)CCC(=O)N1CCOc2ccccc21 (stereo not drawn),3.2%,-6%,12%,-0.8%,-3%,·,1%,11%,-10%,
COc1ccccc1C(=O)Nc1cc(C)on1,1.0%,-10%,9%,0.7%,-3%,·,7%,8%,3%,Dengue-2 NS5 capping pilot replicate=-5.8
CCNC(=S)/N=C(\N)Nc1nc(C)c2cc(C)ccc2n1,11%,-2%,2%,0.3%,-40%,-7.8%,-1%,7%,6%,
CC1CCCN(CCCNC(=O)C2CC(=O)N(c3ccc(F)c(Cl)c3)C2)C1 (stereo not drawn),-0.2%,-5%,30%,-0.2%,-1%,-5.6%,12%,11%,0%,
COc1cc(OC)cc(C(=O)Nc2cc(C)nn2-c2ccccc2)c1,-0.2%,-7%,20%,-0.6%,3%,·,9%,0%,-2%,
O=C(COc1ccc(F)cc1Br)N1CCN(c2ncccn2)CC1,2.8%,-1%,5%,0.0%,1%,-0.3%,4%,3%,17%,

# Next part, overlapping the part above by two compounds.
SMILES,RSV antiviral HEp-2,LYP inhibition,AID2073,HIV fusion peptide,Dengue-2 NS5 capping,XIAP antagonists,SV40 large T antigen,MgcRacGAP inhibition,SIAH1 antagonists,others
COc1cc(OC)cc(C(=O)Nc2cc(C)nn2-c2ccccc2)c1,-0.2%,-7%,20%,-0.6%,3%,·,9%,0%,-2%,
O=C(COc1ccc(F)cc1Br)N1CCN(c2ncccn2)CC1,2.8%,-1%,5%,0.0%,1%,-0.3%,4%,3%,17%,
O=C(O)c1ccc(N2C(=O)CC(SC(=Nc3ccccc3)Nc3ccccc3)C2=O)cc1 (stereo not drawn),2.5%,-2%,-13%,4.3%,-3%,-1.6%,1%,3%,0%,
CCOC(=O)c1nc(-c2ccc3c(c2)OCO3)[nH]c1C,0.4%,-5%,8%,-2.3%,-3%,-0.5%,7%,7%,-1%,
COc1ccccc1NC(=O)CSCc1cc(=O)n2ccsc2n1,0.3%,-16%,9%,0.6%,3%,·,-2%,-2%,2%,
Cc1c(NC(=O)CN2C(=O)C3C4C=CC(C4)C3C2=O)c(=O)n(-c2ccccc2)n1C (stereo not drawn),2.3%,-2%,?,-2.1%,-2%,-1.0%,21%,12%,-3%,
COc1ccc(OC)c2[nH]c(=O)c(CCNC(=O)c3cc4ccccc4o3)cc12,3.5%,-1%,12%,-1.5%,0%,-4.3%,-2%,6%,-8%,
O=C(Nc1cccc2c1CCCC2)c1cc([N+](=O)[O-])ccc1Cl,-0.4%,2%,7%,0.2%,4%,-4.0%,5%,-6%,7%,
COc1ccc(C(=O)CSc2ncn[nH]2)cc1OC,2.7%,-2%,11%,4.7%,-3%,-2.3%,4%,15%,-4%,
Cc1nc2scc(-c3ccco3)c2c(=O)n1/N=C/N(C)C,0.3%,0%,50%,9.5%,5%,-0.2%,8%,2%,-6%,
C/C(=N\OC(=O)c1ccc(F)cc1)c1sc(-c2ccccc2)nc1C,41%,-10%,-2%,-1.4%,5%,-4.8%,0%,6%,-2%,
COC(=O)Nc1ccc(S(=O)(=O)Nc2cnc3ccccc3n2)cc1,0.5%,2%,3%,3.1%,-1%,-4.5%,7%,-6%,-2%,
CC(C)(C)NC(=O)C1c2ccccc2Oc2ccccc21,0.8%,-2%,0%,3.4%,-2%,·,22%,-1%,0%,
NC(=O)CCn1nc(-c2ccccc2)c2ccccc2c1=O,1.6%,-12%,-10%,-1.3%,-1%,2.1%,-5%,12%,-5%,
